# Assay outcomes as filed in PubChem.
# Lipid storage S3: qHTS Assay for Lipid Storage Modulators in Drosophila S3 Cells; AID 2685, 2010; actives 0.64% (n = 320,000); Drosophila S3 cells, BODIPY lipid droplet fluorescence, 18-24 h; cells fed with added oleic acid; Potency in µM for hits, for the others lipid storage change, negative = inhibition, % at the top dose, mostly 46.1 µM; active = well fitted inhibition curve with a large enough effect in the signal ratio, with a control signal flat, not every such curve was filed as active; inconclusive = small, poorly fitted or top-dose-only effect, or effect the other way, or a change in a side signal; the % refers to the signal ratio
#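 Drosophila S3 cells loaded with oleic acid (400 uM, as added) and compounds at several concentrations; lipid droplets imaged by 488-nm laser-scanning cytometry, 500–530 nm intensity and object ratio to cell channel. Percent activity normalized to 20 uM Triacsin C.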
# Lipid storage S3 cell count max: second read-out of Lipid storage S3, no call of its own (marks repeat the call); cell number change, %; measured here: cell count max response;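 cells counted by Cell Tracker Red CMTPX staining in the red channel; peak over a dose series mostly up to 46.1 µM; percent activity relative to internal control wells on each plate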
# Numbers without * were called inactive; i = inactive; ? = inconclusive; · = no result given; [ ] = another dose, or the depositor's remark. % is scaled to controls: 0 for no effect and ±100 for the full control effect; potency is read from the fitted curve at half-maximal effect. These rows are one share of the data, so the mix of outcomes need not match the whole.
# Sequence of screens – Lipid storage S3, Lipid storage S3 cell count max
O=C(COc1ccccc1Cl)NCC(c1cccs1)N1CCOCC1 (centres undefined)
  27.8%, 15.0
COc1ccc(Cn2c(CCC(=O)N3CCN(c4ccccn4)CC3)nc3ncccc3c2=O)cc1
  7.2%, -8.7
O=c1[nH]c2ccccc2c(=O)n1Cc1ccco1
  ?, ·
COCCCNC(=O)/C(C#N)=C/c1cccc(NC(=O)c2ccccc2Cl)c1
  ?, ·
Cc1cc2c3c(ccc(C)c3n1)N=CN2c1ccccc1
  i, ·
CCC1C(=O)N=C(SCC(=O)Nc2ccc(S(N)(=O)=O)cc2)NC1=O (centres undefined)
  6.51µM*, -37.4*
COc1ccc2ccccc2c1C(=O)/C=C\c1ccoc1
  ?, ·
COc1ccccc1/C=C/C(=O)OCC(=O)Nc1nnc(-c2ccccc2)o1
  ?, ·
CCOC(=O)c1cc(-c2ccc(F)cc2)n(CC(=O)NCc2cccnc2)c1C
  0.5%, 2.7
O=C(COC(=O)C1CCCCC1C(=O)N1CCc2ccccc21)NCc1ccco1 (centres undefined)
  ?, ·
Cc1ccc2[nH]c3c(=O)n(CC(=O)N4CC(C)CC(C)C4)ncc3c2c1 (centres undefined)
  ?, ·
Cc1cc(C)n2c(SCC(=O)NC3CCCC(C)C3C)nnc2n1 (centres undefined)
  ?, ·
CCOC(=O)c1c(NC(=O)c2ccccc2C(=O)O)sc2c1CCCC2
  -14.2%, 12.2
C=C(C)c1cccc(C(C)(C)NC(=O)Nn2cnnc2)c1
  3.6%, -0.1
CCN(CC)/C(=N\S(=O)(=O)c1ccc(F)cc1)c1ccccc1
  -0.6%, 16.0
CC(C)OC(=O)c1cccc(C(=O)Oc2ccc(Br)cc2)n1
  12.4%, -8.8
C#CCN(C(=O)CC1C(=O)NCCN1C/C=C/c1ccccc1)C1CCCCC1 (centres undefined)
  26.5%, 8.0
CC(C)c1ccc(Nc2nc(Cl)nc(Cl)n2)cc1
  ?, ·
CN1CCN(C(=O)c2ccccc2N(Cc2ccccc2)S(=O)(=O)c2ccccc2)CC1
  5.5%, -2.4
COc1cc(-c2nc(C(=O)NCC3CCCO3)cc3c2[nH]c2ccccc23)cc(OC)c1OC (centres undefined)
  ?, ·
CCOc1ccc(C(=O)C(C)OC(=O)c2nc(Cl)ccc2Cl)cc1 (centres undefined)
  i, ·
O=C(C(Sc1ccccc1)c1ccccc1)N1CCN(c2ccccc2)CC1 (centres undefined)
  4.2%, ·
CCc1ccc(NC(=O)CSc2nnc(Cn3c(=O)sc4ccccc43)n2C)cc1
  -1.6%, -6.3
CCOC(=O)C1(Cc2cccc(OC)c2)CCN(Cc2ccccc2OC)CC1
  1.7%, 1.3
COc1ccc(OC)c(NC(=O)CC(Cc2ccccc2OC)C(=O)O)c1 (centres undefined)
  ?, ·
Cc1c(CN2CCC(C(=O)Nc3cccc(-c4cccc(Cl)c4)c3)CC2)cnn1C
  ?, ·
CCOc1ccc(-c2csc3nc[nH]c(=O)c23)cc1
  -3.1%, -6.1
COc1cc(/C=N/Nc2nc(Nc3ccc(C)cc3)nc(-n3nc(C)cc3C)n2)cc(OC)c1OC
  i, 23.5
CCOC(=O)c1cc(-c2ccccc2)nc2c1c(C)nn2-c1ccccn1
  ?, ·
Clc1nc(NCc2cccnc2)nc(N2CCOCC2)n1
  9.2%, -1.7
Cc1cc(C)n(/N=C/c2ccccc2O)c(=O)c1
  ?, ·
COc1ccc(-c2nnn(CC(=O)N(Cc3cccs3)C(C)C(=O)NCCC(C)C)n2)cc1OC (centres undefined)
  i, ·
Cc1cccc2cc(COC(=O)C(C)C)c(=O)[nH]c12
  ?, ·
COC(=O)c1c(C)n(-c2ccc(OC)cc2)c2ccc(O)cc12
  ?, ·
Cc1ccc(-n2c(C)cc(/C=N/NC(=O)c3ccncc3)c2C)cc1
  i, ·
CC(=O)N1N=C(c2ccc(C)cc2)CC1c1ccc2c(c1)OCO2 (centres undefined)
  1.1%, 10.8
COc1ccc(C(C(=O)NCC2CCCO2)N(C(=O)CNC(=O)c2ccco2)c2ccc(C)c(C)c2)cc1OC (centres undefined)
  ?, ·
N#Cc1c(NC(=O)CSC2=NCCS2)sc2c1CCCC2
  ?, ·
C=C(C)CSc1nc(N)c2c3c(sc2n1)CCC3
  29.6%, -6.8
Clc1ccc(-n2ncc3c(NCc4ccco4)ncnc32)cc1
  ?, ·
COC(=O)C1=C(N)n2c(s/c(=C\c3cccnc3)c2=O)=C(C(=O)OC)C1c1cccnc1 (centres undefined)
  0.0%, -1.3
Cc1cc(NC(=O)CS(=O)(=O)c2cn(Cc3ccc(F)cc3)c3ccccc23)no1
  -3.8%[9.22 µM], 4.4
CCOc1ccc2nc(NC(=S)NCc3ccccc3)sc2c1
  ?, ·
O=C(Nc1ccccc1)C(=O)c1c[nH]c2ccccc12
  ?, ·
COc1ccc(C(=O)N/C(=C\c2cn(C)c3ccccc23)C(=O)OCCN(C)C)cc1
  6.3%, ·
Cc1cc(C)cc(NC(=O)c2cc(C)nc3ccccc23)c1
  i, ·
CCOC(=O)/C=C1\SCC(=O)N1CC(=O)Nc1cccc(F)c1
  ?, ·
Cc1cccc(OCC(=O)NC2CCCC2)c1
  ?, ·
Cc1cc(O)c(C(C)C)cc1N=Cc1ccccc1O
  ?, ·
O=C(NC1=NCCS1)c1ccc2c(c1)C(=O)N(Cc1ccco1)C2=O
  ?, ·

# Record cards (already shown). Order of values: Lipid storage S3 | Lipid storage S3 cell count max
# C#CCN(C(=O)CC1C(=O)NCCN1C/C=C/c1ccccc1)C1CCCCC1 (centres undefined) is entered as 26.5% | 8.0
# COC(=O)c1c(C)n(-c2ccc(OC)cc2)c2ccc(O)cc12 is entered as ? | ·
# CCC1C(=O)N=C(SCC(=O)Nc2ccc(S(N)(=O)=O)cc2)NC1=O (centres undefined) is entered as 6.51µM* | -37.4*
# Cc1cc(C)n2c(SCC(=O)NC3CCCC(C)C3C)nnc2n1 (centres undefined) is entered as ? | ·
# O=C(COC(=O)C1CCCCC1C(=O)N1CCc2ccccc21)NCc1ccco1 (centres undefined) is entered as ? | ·

# The results go on:
# Sequence of screens – Lipid storage S3, Lipid storage S3 cell count max
COCc1cc(C)nc(SCc2nc3ccccc3c(=O)[nH]2)c1C#N
  10.4%, 3.0
Cc1ccccc1CN(c1ccc(C(=O)N2CCCC2)cc1)S(C)(=O)=O
  ?, ·
O=C(NCCCN1CCOCC1)c1cc2cc(Br)ccc2oc1=O
  ?, ·
O=C(/C=C/C=C/c1ccccc1)c1ccco1
  ?, ·
CCn1c(SCC(=O)N2CCCc3ccccc32)nc2ccccc2c1=O
  15.5%, -16.7
Cc1ccc(/C=C/C(=O)Nc2ccc(O)c3c(=O)cc(-c4ccccc4Cl)oc23)cc1
  12.9%, 3.2
CCOC(=O)c1nnn(-c2nonc2N)c1-c1ccc(OCC)cc1
  ?, ·
COc1ccc(NC(=O)CSc2nc3[nH]c(=O)cc(O)c3s2)cc1OC
  ?, ·
COc1ccc(C2CC(=O)N3CN(c4ccccc4F)CSC3=C2C#N)cc1OC (centres undefined)
  ?, ·
CCN(CC)C(=O)COc1coc(CN2CCN(Cc3ccccc3)CC2)cc1=O
  i, 8.8
CC(=O)Nc1cccc(-c2nc3ccc(NC(C)=O)cc3[nH]2)c1
  3.7%, 18.6
COc1ccc(C(=O)C2CCCN(C(=O)c3ccnn3C)C2)cc1OC (centres undefined)
  ?, ·
C=CCN(Cc1ccco1)S(=O)(=O)c1ccc(Cl)cc1
  -5.3%, ·
O=C(C1CC(c2ccccc2O)=NO1)N1CCCCC1 (centres undefined)
  ?, ·
Clc1ccc(Cn2ncc3c(NCc4ccccc4)ncnc32)cc1
  ?, ·
N#Cc1ccccc1NS(=O)(=O)c1cc2c3c(c1)CCN3C(=O)CC2
  5.6%, 18.3
COC(=O)Nc1ccc(SCC(=O)c2cccc([N+](=O)[O-])c2)cc1
  i, -19.9
CC(C)c1ccc(NC2CCCN(C(=O)c3cnc4ccccn4c3=O)C2)cc1 (centres undefined)
  ?, ·
Cc1ccc(NC(=S)NC2CCN(Cc3ccccc3)CC2)c(C)c1
  6.4%, -16.2
O=C(Nc1ccc(F)cc1F)N1CCCN(c2ccc(C(F)(F)F)cn2)CC1
  ?, ·
CCCOc1ccc(N2C(=O)CC(S/C(N)=N/N=C(\C)c3cccs3)C2=O)cc1 (centres undefined)
  ?, ·
O=[N+]([O-])c1ccc(-c2cnc(NO)nc2)cc1
  12.2%, -14.6
CCS(=O)(=O)n1nc(-c2ccc(OC)cc2)nc1N
  -1.3%, 8.6
CN(CCOc1ccccc1)C(=O)c1cc(-c2ccco2)nc2ccccc12
  ?, ·
COc1ccc(C(=O)COc2ccc3ccc(=O)oc3c2)c(OC)c1
  ?, ·
CC(C)OP(=O)(c1ccc(N(C)C)cc1)C(Nc1ccccc1)c1ccccc1 (centres undefined)
  -8.8%, -8.1
COc1cccc(C2N(c3ccc(Cl)c(Cl)c3)C(=O)C3CCCN32)c1OC (centres undefined)
  2.5%, -0.7
Cc1cc(C)n(C(=O)c2ccc(C)c(Br)c2)n1
  -19.0%, -20.7
O=C(NNC1CC(=O)N(c2ccc3c(c2)OCCO3)C1=O)c1ccccc1 (centres undefined)
  0.6%, -2.0
CCOc1cc(/C=C2\SC(=Nc3ccc(F)cc3)N(c3ccc(F)cc3)C2=O)ccc1OCC(=O)O
  11.8%, -5.4
CC(C)C1Oc2ccccc2N(CC(=O)N(Cc2ccccn2)C2CC2)C1=O (centres undefined)
  3.3%, 0.1
O=C1CC(NS(=O)(=O)c2ccc([N+](=O)[O-])cc2)CN1c1ccc(Cl)cc1 (centres undefined)
  ?, ·
Cc1cccc(Cn2c(N3CCN(c4ccccc4)CC3)nc3c2c(=O)n(C)c(=O)n3C)c1
  16.3%, -19.5
CCOC(=O)C1CCN(C(=O)c2ccc(N(C)S(=O)(=O)c3ccc(OC)cc3)cc2)CC1
  -25.7%, -4.4
CCC(=O)Oc1ccc(C(=O)Nc2cccc(C(=O)c3ccccc3)c2)cc1
  -2.9%, 2.7
CCc1noc(C)c1C(=O)N1CCCC(N2CCN(c3cccc(Cl)c3)CC2)C1 (centres undefined)
  -14.6%, ·
CCOC(=O)CC(=O)CSc1ccc2nnc(-c3ccc(C)cc3)n2n1
  6.2%, -2.0
CN1CCN(C(=O)NC2CCCCC2)CC1
  -1.5%, -2.5
Nc1nonc1C(=O)NCCc1ccccc1
  7.6%, 10.7
CS(=O)(=O)N1CCN(c2ccccc2NC(=O)c2ccc3c(c2)OCCO3)CC1
  ?, ·
COc1cc(OC)c(C2=NOC(C(=O)O)C2)cc1Cl (centres undefined)
  -10.5%, -8.1
COc1ccc(-n2nc3c(c2NC(=O)c2ccc(Br)cc2)CS(=O)C3)cc1 (centres undefined)
  -22.4%, -18.8
COc1cc(/C(C)=N/NC(=O)CSc2nc3ccccc3[nH]2)ccc1O
  -0.5%, -9.1
COc1cccc(COc2ccc(N(C)S(=O)(=O)c3ccccc3)cc2)c1
  ?, ·
O=C1C/C(=C\c2c(F)cccc2Cl)N2CCC1CC2
  ?, ·
Cc1ccccc1/C=N\NC(=O)c1csnn1
  ?, ·
O=C1/C(=C\c2ccccn2)SC(=S)N1c1ccc(S(=O)(=O)Nc2nccs2)cc1
  23.6%, 28.0
COc1ccc(C(=O)NOCc2ccccc2)cc1
  22.7%, 3.6
Cc1ccc(C(=O)NCC(=O)OCC(=O)NC2CCS(=O)(=O)C2)cc1C (centres undefined)
  ?, ·
Cc1ccc(C(=O)NC2CCCC2)s1
  ?, ·

# (listing goes on)
# Sequence of screens – Lipid storage S3, Lipid storage S3 cell count max
Cc1cccc(C(=O)NCC(=O)NCCSc2ccc(Br)cc2)c1
  -12.8%, 2.7
COc1ccc(C)cc1NC(=O)CNC(=O)Cn1ccc2ccccc2c1=O
  -11.7%, 0.5
O=C(CNC(=O)c1ccccc1F)c1ccc(Br)cc1
  14.1%, 13.2
OC(CNCc1ccc2c(c1)OCO2)COc1ccccc1 (centres undefined)
  9.0%, 7.8
CC(CN1CCOCC1)C(=O)O (centres undefined)
  2.2%, 19.6
Cc1ccc(C)c(N(C(=O)c2csnn2)C(C(=O)NC2CCCCC2)c2ccncc2)c1 (centres undefined)
  i, 25.7
COc1ccc(C(=O)Nc2ccc([N+](=O)[O-])cn2)c(OC)c1
  2.9%, -2.1
Cc1cccc(CNC(=O)C2CCCN(c3nn4c(=O)cc(C)nc4s3)C2)c1 (centres undefined)
  -23.7%, 4.9
O=C(C[n+]1ccccn1)c1ccccc1
  -6.5%, -10.6
CCOc1ccc(NC(=O)CS(=O)(=O)c2cn(C)c3ccccc23)cc1
  ?, ·
CCCCC(=O)N1CCCC(c2nc3c(nnn3Cc3cc(C)ccc3C)c(=O)[nH]2)C1 (centres undefined)
  1.4%, -15.9
Cc1cc(=O)oc2cc(OCC(=O)OCC(=O)Nc3ccccc3F)ccc12
  ?, ·
O=C(COC(=O)c1cc(=O)[nH]c2ccccc12)c1ccc(Br)cc1
  -6.0%, -3.4
Cc1[nH]c(=O)[nH]c(=O)c1/C=N/NC(=O)CCCCCNC(=O)OC(C)(C)C
  -5.6%, 15.3
CSCC[C@H](NC(=O)[C@H](Cc1ccccc1)n1c(=O)[nH]c2ccccc2c1=O)C(=O)N[C@@H](Cc1ccccc1)C(=O)O
  -22.3%, 8.7
COc1ccc(/C=C/c2nnc(NC(=O)CSc3ccc(Cl)cc3)s2)cc1
  -7.7%, 4.4
